RPL19A TOR yeast: modulators of TOR pathway RPL19A-GFP in S. cerevisiae; S. cerevisiae RPL19A-GFP strain, flow cytometry, 3 h; active compounds read low; percent response vs DMSO, % at 10 µM; 330,000 tested, 0.3% active; AID 2025;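 active means percent response vs DMSO below 50%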;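 further: median channel GFP fluorescence of the barcoded RPL19A-GFP strain; ratio of sample median GFP to plate DMSO average so 100% = DMSO; lower means less RPL19A-GFP as with rapamycin TOR inhibition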
ZTA DNA inh: blocks Epstein-Barr virus ZTA, an EBNA-1 counter-screen; P03206; ZTA-DNA binding, fluorescence polarization; inhibition, % at 11 µM; 320,000 tested, 0.15% active; in the data active means inhibition above about 33%
EBNA-1 inhibitor: blocks EBNA-1 binding to DNA. inhibition, % at 14.8 µM. 300,000 tested, 0.34% active. EBNA-1 DNA binding, fluorescence polarization; in the data active means inhibition above about 28%
proCasp3 act: procaspase-3 (human) activation; P42574; recombinant procaspase-3 D3A, Ac-DEVD-pNA absorbance 405 nm; activation, % at 8.5 µM; 330,000 tested, 0.11% active; AID 463141;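 active means activation above the mean of all tested compounds plus 3 SD, cut at about 21% in these data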;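 further: 0% = DMSO alone and 100% = DMSO wells spiked with extra 5 µM PC-3 D3A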
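Assay system – Procaspase-3 D3A mutant · Benchmarks – DMSO low control, extra-enzyme high control · Technique – 405 nm absorbance of p-nitroaniline, reads at 0 and 120 min · Doses – 8.5 µM nominal · Measure – % activation between DMSO and enzyme-spiked controls · Also added – Ac-DEVD-pNA chromogenic peptide substrate · Schedule – 1 h compound preincubation, 2 h substrate hydrolysis at 25 °C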
MEP2 TOR yeast: modulators of TOR pathway MEP2-GFP in S. cerevisiae; S. cerevisiae MEP2-GFP strain, flow cytometry GFP, 3 h; 100% = DMSO control level; GFP response vs DMSO, % at 10 µM; 330,000 tested, 0.51% active; AID 2016;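 active means GFP response versus DMSO above a set limit, roughly screen mean plus 3 SD, cut at about 180% in these data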;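 further: median GFP fluorescence of the barcode-gated MEP2-GFP cells per well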
proCasp7 act: activates human procaspase-7, counter-screen for procaspase-3 activators; P55210; activation, % at 8.5 µM; AID 463210; recombinant procaspase-7, Ac-DEVD-pNA absorbance 405 nm; D23A/D198A/D206A triple mutant, cannot self-cleave; scale: DMSO 0, 5 µM enzyme 100; 330,000 tested, 0.093% active;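 active means percent activation above the screen-wide mean plus 3 SD, cut at about 25% in these data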
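Assay system: Uncleavable procaspase-7 mutant enzyme | Input: 2 µM procaspase-7 mutant as dispensed | Timing: 1 h compound preincubation, 2 h substrate cleavage, 25 °C | Repeats: One well per compound | Control set: DMSO wells as 0%, DMSO with 5 µM added PC-7 as 100% | Technique: Epi-absorbance of released pNA at 405 nm, two timepoints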
AHR activator: activates the human aryl hydrocarbon receptor. AID 2796. 320,000 tested, 2.5% active. activation, % at 5 µM. AHR-responsive luciferase reporter cells, luminescence; in the data active means activation above about 47%;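 further: 0% = vehicle wells and 100% = reference agonist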
LAP4 TOR yeast: modulators of TOR pathway LAP4-GFP in S. cerevisiae; S. cerevisiae LAP4-GFP multiplex, flow cytometry GFP, 3 h; median GFP as percent of DMSO wells; 320,000 tested, 0.34% active; AID 2023; GFP response vs DMSO, % at 10 µM;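 active means GFP response vs DMSO above a set limit, about the screen mean plus 3 SD, cut at about 150% in these data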
The depositor's hits bear a star; nt = not tested or not shown; [ ] = another dose, or the depositor's remark.

SMILES | RPL19A TOR yeast | ZTA DNA inh | EBNA-1 inhibitor | proCasp3 act | MEP2 TOR yeast | proCasp7 act | AHR activator | LAP4 TOR yeast
CC1CCc2ccc(F)cc2N1S(=O)(=O)c1cccs1 (stereo not given) | 101 | -8 | -2 | 1 | 108 | 16 | -2 | 97
O=C(CCC(=O)N1CCc2ccccc2C1)NCCc1ccc(Cl)cc1 | 105 | 5 | 0 | -5 | 111 | 4 | 3 | 89
COC(=O)CSc1nc2cc(C)ccc2cc1C#N | 93 | 1 | -2 | 2 | 91 | -2 | -2 | 95
CC1=Nc2ccccc2/C1=C\c1sc(Nc2ccc(C)cc2)nc1O | 104 | 1 | 4 | 10 | 93 | -7 | 79* | 96
CCc1c(C)nc2c(-c3ccccc3OC)c(C)[nH]n2c1=O | 101 | 4 | 0 | 0 | 101 | 3 | -1 | 92
COc1ccccc1C(=O)Nc1cccc(NC(=O)c2ccccc2OC)n1 | 105 | 0 | 15 | 6 | 102 | 11 | 40 | 90
Cc1ccc(CNc2cc(-c3nn4c(C)nnc4s3)ccc2C)s1 | 97 | 0 | -5 | -10 | 105 | -26 | 11 | 109
CNc1nc(C)c(C(=O)OCC(=O)OC)s1 | 101 | 0 | 1 | 5 | 106 | -5 | 2 | 98
O=C(c1cc(-c2ccccc2)on1)N1CCN(C(=O)c2ccco2)CC1 | 97 | 2 | 4 | -3 | 98 | -1 | 0 | 99
Cc1cc(C)cc(NC(=O)NCc2ccccn2)c1 | 93 | -1 | -8 | 6 | 87 | 9 | 21 | 88
CC(=O)c1ccc(C(C)(C)c2ccc(C(C)=O)s2)s1 | 99 | -2 | 11 | 4 | 100 | 4 | -1 | 104
O=C(c1ccc(Cl)c([N+](=O)[O-])c1)N1CCN(Cc2ccc3c(c2)OCO3)CC1 | 100 | 4 | 2 | -7 | 105 | 17 | -1 | 104
CCCc1cc(-c2ccc3c(c2)COc2c4ccccc4nn2-3)on1 | 103 | 9 | 15 | -5 | 94 | 2 | -1 | 111
CCOC(=O)c1sc2nc3c(SCCC#N)cc(C(=O)c4cc(F)ccc4O)cn3c(=O)c2c1C | 99 | 13 | -11 | 0 | 94 | 3 | 15 | 94
O=C(CCC1CCCCC1)Nc1ncn[nH]1 | 103 | -4 | 10 | -4 | 104 | 8 | 1 | 99
COc1ccc(CNC(=O)COC(=O)c2ccc(C(=O)c3ccccc3)cc2)cc1 | 98 | nt | nt | 2 | 103 | 10 | 2 | 90
COc1ccc(S(=O)(=O)N2CCN(Cc3cccc(OC)c3OC)CC2)cc1 | 102 | -12 | -3 | -7 | 104 | 4 | 5 | 97
CC(C)OCCCNC(=O)c1ccc(NC(=O)C2CCCO2)cc1 (stereo not given) | 99 | 10 | -4 | 3 | 100 | 8 | 0 | 97
Clc1nc(N2CCOCC2)ncc1Br | 97 | 9 | 2 | 1 | 95 | 11 | -1 | 102
Cc1ccccc1NC(=S)N1CCC(NC(=O)c2ccco2)CC1 | 93 | 5 | 2 | 6 | 93 | 7 | 0 | 101
c1ccc(OCc2nn3c(-c4ccco4)nnc3s2)cc1 | 95 | -10 | -6 | 0 | 96 | 2 | -9 | 108
COC(=O)CC1Oc2ccccc2N(Cc2ccc(C)cc2)C1=O (stereo not given) | 96 | 10 | 3 | 5 | 97 | -4 | -3 | 86
COc1ccc(-c2[nH]nc3c2C(c2ccc(OC(=O)N4CCOCC4)cc2)C(C#N)=C(N)O3)cc1 (stereo not given) | 106 | -7 | 6 | 1 | 104 | 7 | 2 | 110
O=C(CN(C(=O)c1csnn1)c1ccccc1C(F)(F)F)NC1CCCCC1 | 106 | -2 | 3 | -9 | 103 | -25 | 2 | 103
CCOc1ccc(C(CC(=O)O)n2cnnn2)cc1 (stereo not given) | 103 | -1 | 4 | 8 | 105 | -1 | 2 | 100
N=C1S/C(=C\c2cccc3ccccc23)C(=O)N1c1ccc(F)cc1 | 97 | 1 | 9 | -2 | 94 | -3 | -1 | 85
COc1ccccc1N(Cc1cc2cccc(C)c2[nH]c1=O)C(=O)C(C)C | 89 | 2 | 4 | 10 | 94 | -2 | 12 | 88
Cc1nc(-c2ccc(S(=O)(=O)N3CCN(C4c5ccccc5-c5ccccc54)CC3)s2)cs1 | 104 | 15 | -2 | 6 | 101 | 11 | 0 | 110
N/C(=N\c1nc2ccccc2o1)NC(=O)c1ccccc1Br | 90 | -4 | -1 | -13 | 80 | 2 | 95* | 107
Cc1cc(OC(=O)c2ccc(S(=O)(=O)N(C)C)cc2)cc(=O)o1 | 100 | -7 | 17 | 1 | 95 | 3 | 0 | 105
CC(=O)NCCC1CCN(C(=O)C2CCC(=O)N(C3CCCC3)C2)CC1 (stereo not given) | 98 | -4 | 2 | -3 | 106 | 6 | 0 | 91
Cc1cc(NC(=O)C(C)SCC(=O)Nc2cc(C(F)(F)F)ccc2N2CCCCC2)no1 (stereo not given) | 98 | -5 | 0 | -9 | 92 | 3 | 0 | 98
O=C(Nc1ccccc1)c1ccc(S(=O)(=O)N2CCCCC2)cc1 | 93 | -11 | -9 | 5 | 100 | 1 | 2 | 113
O=C(NCCCN1CCCC1=O)c1ccc(OCc2ccccc2)cc1 | 95 | 7 | -23 | 2 | 98 | 3 | 5 | 102
COc1ccc(/C=C/c2onc(C)c2S(=O)(=O)N2CCC(C(=O)N3CCC(C)CC3)CC2)cc1 | 97 | -26 | -6 | 5 | 101 | 1 | 4 | 97
Cc1c(NC(=O)OCCNC(=O)Nc2ccccc2)sc(=S)n1C | 106 | -6 | 8 | -5 | 111 | -16 | 0 | 102
Cc1cc(C(F)(F)F)c(C#N)c(=O)[nH]1 | 111 | -2 | 1 | 8 | 107 | -5 | 0 | 106
C=CCn1c(Cc2ccc(OC(C)C)c(Cl)c2)nnc1SCC(N)=O | 108 | -5 | -6 | -1 | 110 | 2 | 0 | 113
CCn1c(SCC(=O)N/N=C/C=C\c2ccco2)nc2ccccc21 | 104 | -18 | 2 | -8 | 107 | -12 | 4 | 95
COc1cc(C=O)ccc1OCc1ccncc1 | 100 | 9 | 5 | 4 | 99 | 0 | 2 | 83
CCOC(=O)c1[nH]c2ccc(Br)cc2c1NC(=O)CCN1CCCC(C)C1 (stereo not given) | 95 | -21 | 3 | 3 | 98 | 3 | 35 | 92
COC(=O)[C@@]1(Cc2ccc(F)cc2)[C@H]2c3cc(C(=O)N(C)C)n(Cc4ccccc4)c3C[C@H]2CN1C(=O)c1ccccc1 | 95 | -5 | 4 | 6 | 100 | 3 | 4 | 94
CC(C)CN(CC(C)C)C(=O)Cc1coc2ccc3ccccc3c12 | 97 | -8 | -4 | -7 | 94 | 3 | 8 | 96
O=C(c1ccco1)N1CCN(C(=O)c2cc3c(s2)-c2ccccc2OC3)CC1 | 99 | -7 | 2 | 6 | 105 | -5 | 25 | 94
COc1ccc(CCNC(=O)C2CC(c3cccc(F)c3)=NO2)cc1 (stereo not given) | 102 | 13 | 6 | 6 | 88 | 3 | -1 | 107
CCN1CCN(c2cc(C)c3cc(NC(=O)c4ccc(OC)c(OC)c4)ccc3n2)CC1 | 101 | -15 | 4 | 7 | 99 | -1 | 1 | 102
CCCC[n+]1c(C)sc2cc(OC)ccc21 | 119 | -24 | -7 | -20 | 107 | -22 | 2 | 99
Cn1cnnc1SCC(=O)NNC(=O)COc1ccc(Br)cc1 | 100[may fluoresce violet] | -5 | 0 | 0 | 67 | 10 | 6 | 70[may fluoresce violet]

3 of the compounds above, field by field:
structure: CCCC[n+]1c(C)sc2cc(OC)ccc21
  RPL19A TOR yeast: 119; ZTA DNA inh: -24; EBNA-1 inhibitor: -7; proCasp3 act: -20; MEP2 TOR yeast: 107; proCasp7 act: -22; AHR activator: 2; LAP4 TOR yeast: 99

structure: O=C(c1ccco1)N1CCN(C(=O)c2cc3c(s2)-c2ccccc2OC3)CC1
  RPL19A TOR yeast: 99; ZTA DNA inh: -7; EBNA-1 inhibitor: 2; proCasp3 act: 6; MEP2 TOR yeast: 105; proCasp7 act: -5; AHR activator: 25; LAP4 TOR yeast: 94

structure: Cc1cc(C(F)(F)F)c(C#N)c(=O)[nH]1
  RPL19A TOR yeast: 111; ZTA DNA inh: -2; EBNA-1 inhibitor: 1; proCasp3 act: 8; MEP2 TOR yeast: 107; proCasp7 act: -5; AHR activator: 0; LAP4 TOR yeast: 106

Additional results.
SMILES | RPL19A TOR yeast | ZTA DNA inh | EBNA-1 inhibitor | proCasp3 act | MEP2 TOR yeast | proCasp7 act | AHR activator | LAP4 TOR yeast
COc1ccc(NC(=O)/C=C/c2ccc(C)o2)cc1S(=O)(=O)N1CCOCC1 | 101 | 14 | 6 | -28 | 106 | -28 | 17 | 89
COc1ccc(-c2cc(C(=O)N3CCCC(C(F)(F)F)C3)c3ccccc3n2)cc1 (stereo not given) | 103 | 10 | nt | 3 | 105 | 0 | 16 | 112
CC(=O)NC(=S)Nc1ccccc1C(=O)NC1CCCCC1 | 98 | 2 | -2 | 14 | 102 | -10 | -5 | 90
O=C(N/N=C/c1ccc(O)c(O)c1)c1ccc(CSc2cccc3cccnc23)cc1 | 101 | -8 | 10 | -14 | 94 | -6 | 10 | 96
Cc1nc2nc(Cc3ccccc3)nn2c(C)c1Cl | 91 | 12 | 3 | -4 | 103 | 6 | -3 | 100
O=C(CS(=O)(=O)c1ccc(Cl)c(Cl)c1)Nc1ccccc1Cl | 99 | 1 | 10 | -4 | 112 | 1 | 1 | 98
COc1ccc(NC(=O)Cn2nnc(C(=O)Nc3ccc(F)c(Cl)c3)c2N)cc1OC | 94 | 10 | -2 | 1 | 92 | 3 | 0 | 88
CC(C)NC(=O)Cn1cnc2c1c(=O)n(C)c(=O)n2C | 93 | -17 | -9 | 9 | 95 | -3 | 3 | 101
COc1ccc(CNn2c(-c3cccc(C)c3)nc3ccccc3c2=O)cc1OC | 98 | 2 | -17 | -4 | 100 | 1 | 6 | 106
Cc1nn(CC(O)Cn2c3c(c4ccccc42)CCN(C)C3=O)c(C)c1Br (stereo not given) | 103 | -5 | -4 | -4 | 102 | 7 | 11 | 100
CSC(=NCCCN1CCOCC1)NS(=O)(=O)c1cccs1 | 106 | -5 | -8 | 7 | 125 | 5 | 0 | 115
COc1cc(C(=O)NCCCNc2ccc([N+](=O)[O-])cc2)cc(OC)c1OC | 101 | -7 | -2 | -9 | 110 | 3 | -1 | 104
CCN1C(=O)C(=Cc2cccc(OC)c2Oc2ccc([N+](=O)[O-])cc2[N+](=O)[O-])SC1=S | 100 | 0 | 4 | -14 | 108 | -4 | 0 | 96
COc1cccc(N(CC(=O)Nc2cccc(C(C)=O)c2)S(C)(=O)=O)c1 | 108 | -10 | -10 | -5 | 108 | 7 | 1 | 100
Cc1ccc(S(=O)(=O)CCC(=O)OCC(=O)NC2CCS(=O)(=O)C2)cc1 (stereo not given) | 95 | 6 | -8 | -4 | 96 | 8 | -1 | 101
CN(C)S(=O)(=O)N(CC(=O)N1CCN(c2ccccc2)CC1)c1ccccc1 | 96 | -12 | 2 | 3 | 99 | 0 | 3 | 108
C=CC[C@@H](CC(=O)N[C@@H](CO)Cc1ccccc1)C(=O)N[C@@H](C)COC(=O)[C@@H](CC=C)Cc1ccc(F)cc1 | 94 | nt | nt | -5 | 95 | 7 | 1 | 92
O=C1NC(=O)/C(=C/c2ccccc2Cl)N1 | 103 | 0 | -5 | -3 | 98 | 7 | 1 | 95
COc1ccc(Oc2ccccc2C#N)cc1 | 96 | -13 | -10 | 2 | 101 | 9 | 1 | 104

High-throughput results from PubChem BioAssay.

This is a random part of the collection. About 3.8% of those tested had a hit in this group.
